DAGLB inh = DAGLB lipase inhibitors, primary screen, biochemical, fluorescence, HTS; HEK293T DAGLB membrane lysate, EnzChek fluorogenic substrate; inhibition, % at 5.17 µM; 340,000 tested, 0.059% active; AID 504411, 2011; in the data active means inhibition above about 34%;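 further: 0% = enzyme with vehicle and 100% = wells lacking enzyme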
NSD2 HMT inh = NSD2 histone methyltransferase inhibitors, primary screen, biochemical, AlphaScreen, single concentration, set 2. NSD2 peptide methylation, 120 min. inhibition, % at 12.5 µM. 310,000 tested, 0.54% active. AID 743445, 2014; in the data active means inhibition above about 50%
PvdQ inh = P. aeruginosa PvdQ acylase inhibitors, primary screen, biochemical, fluorescence, plate reader and imaging, single point; PvdQ acylase [Pseudomonas aeruginosa LESB58]; purified PvdQ acylase; inhibition, % at 10 µM; 340,000 tested, 0.063% active; in the data active means inhibition above about 30%, passing the limit was not always enough; inconclusive means no clear call, values can overlap the other calls;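 further: 0% = vehicle neutral wells and 100% = reference inhibitor wells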
Cardiac RTF inh = cardiac RTF calcium sensitivity inhibitors, primary screen, biochemical, IANBD-TnC fluorescence, EC70 calcium | inhibition, % at 7.15 µM | Troponin I, cardiac muscle (Homo sapiens) + Troponin T, cardiac muscle (Homo sapiens) + … | 340,000 tested, 0.12% active | IANBD-labeled cardiac RTF, Ca2+ fluorescence;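 active means inhibition above the mean inhibition of all tested compounds plus 3 SD, cut at about 17% in these data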;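 further: assay run at fixed EC70 calcium of 1.6 mM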
PKA-R2B activ = activators of PKA-R2B holoenzyme, primary screen, biochemical, fluorescence polarization, Cy5-IP20, human | cAMP-dependent protein kinase catalytic subunit beta (Homo sapiens) + cAMP-dependent … | PKA-R2B holoenzyme dissociation; R2B truncated from residue 108, S112A mutant; 0% DMSO only, 100% 113 µM cGMP | activation, % at 11.4 µM | 340,000 tested, 0.079% active;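 active means activation above a cutoff set at the mean over all compounds plus 3 SD, cut at about 18% in these data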;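 further: higher means more holoenzyme dissociation and a rise in polarization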
Target sequence (P31323 whole entry, looked up, other chains not shown, the tested form may be a part): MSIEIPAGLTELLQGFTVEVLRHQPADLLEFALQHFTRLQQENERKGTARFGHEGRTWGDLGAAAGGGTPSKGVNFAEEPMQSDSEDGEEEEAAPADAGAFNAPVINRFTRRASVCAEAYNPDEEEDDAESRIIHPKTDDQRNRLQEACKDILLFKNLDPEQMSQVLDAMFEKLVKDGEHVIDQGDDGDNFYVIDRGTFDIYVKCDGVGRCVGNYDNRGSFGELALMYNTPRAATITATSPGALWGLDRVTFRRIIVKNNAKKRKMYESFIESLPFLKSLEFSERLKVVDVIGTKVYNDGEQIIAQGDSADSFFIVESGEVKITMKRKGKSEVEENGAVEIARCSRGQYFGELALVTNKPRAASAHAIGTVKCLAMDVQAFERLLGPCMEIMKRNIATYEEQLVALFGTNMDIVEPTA
Keap1 Nrf2 FP = Keap1-Nrf2 protein-protein interaction inhibitors, primary screen, biochemical, fluorescence polarization, single point. Kelch-like ECH-associated protein 1 (Homo sapiens), Q14145. 340,000 tested, 0.15% active. Keap1 Kelch-Nrf2 peptide fluorescence polarization, 1536-well. inhibition, % at 9.4 µM; in the data active means inhibition above about 12%; inconclusive means no clear call, values can overlap the other calls; inactive means below about 7.3%;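 further: human Keap1 Kelch domain with fluorescein labeled Nrf2 9mer peptide probe; 0% = neutral control wells and 100% = peptide positive control; higher means more block of Keap1 binding to Nrf2 peptide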
Target sequence (Q14145 whole entry, looked up, the tested form may be a part): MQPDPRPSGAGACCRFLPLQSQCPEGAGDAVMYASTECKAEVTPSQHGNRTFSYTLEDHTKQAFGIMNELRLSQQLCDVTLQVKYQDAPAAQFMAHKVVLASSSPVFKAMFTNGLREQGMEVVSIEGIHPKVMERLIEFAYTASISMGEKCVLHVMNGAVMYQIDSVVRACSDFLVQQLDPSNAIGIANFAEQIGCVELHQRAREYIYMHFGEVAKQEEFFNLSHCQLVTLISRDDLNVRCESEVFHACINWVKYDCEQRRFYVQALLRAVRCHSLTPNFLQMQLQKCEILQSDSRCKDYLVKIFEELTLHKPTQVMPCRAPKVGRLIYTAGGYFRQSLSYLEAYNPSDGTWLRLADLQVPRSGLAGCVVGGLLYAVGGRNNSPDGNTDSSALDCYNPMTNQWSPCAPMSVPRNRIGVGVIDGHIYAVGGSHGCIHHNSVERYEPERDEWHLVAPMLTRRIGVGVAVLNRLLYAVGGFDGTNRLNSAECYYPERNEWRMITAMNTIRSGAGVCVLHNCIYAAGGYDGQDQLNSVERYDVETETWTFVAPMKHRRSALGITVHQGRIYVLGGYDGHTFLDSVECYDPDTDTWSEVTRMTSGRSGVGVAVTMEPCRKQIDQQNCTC
SR-BI HDL uptake = inhibitors of SR-BI mediated HDL lipid uptake, primary screen, ldlA[mSR-BI] cells, fluorescence, single point. Scavenger receptor class B member 1 (Mus musculus), Q61009. ldlA[mSR-BI] CHO cells, DiI-HDL uptake fluorescence, 3 h. inhibition, % at 12.5 µM. 320,000 tested, 0.96% active. AID 488896, 2010;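 active means mean replicate inhibition of at least 70% and a set share of replicates each scoring 70 or more; inconclusive means meets just one of the two criteria; inactive means fails both criteria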;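 further: 0% = median of neutral control wells and 100% = median of positive control wells; values of inactives mirror those of a sister screen read the other way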
SR-BI uptake up = activators of SR-BI mediated DiI-HDL uptake, primary screen, ldlA[mSR-BI] CHO cells, DiI fluorescence; activation, % at 12.5 µM; 320,000 tested, 0.096% active; 3 h; 100 = double the neutral-control signal;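 active means mean replicate activation of at least 60% and every replicate at or above 60%; inconclusive means mean or all-replicate condition met, but not both; inactive means mean below 60% and not all replicates reaching 60%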;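 further: 0% = median plate neutral-control signal and 100% = twice that signal; values of inactives mirror those of a sister screen read the other way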
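Material: SR-BI-overexpressing, LDLR-lacking CHO cells; schedule: compound exposure 3 h, 37 °C; reagent: DiI-labelled HDL at 10 µg/mL final; technique: bottom-read fluorescence, 550/595 nm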
LANA DNA inh = inhibitors of KSHV C-LANA binding to DNA, primary screen, biochemical, fluorescence polarization, FAM-LBS DNA, MBP-C-LANA, single point; Kaposi's sarcoma herpesvirus LANA C-terminal domain (residues 932-1162) DNA binding; 340,000 tested, 0.078% active; inhibition, % at 9 µM; AID 504423, 2011;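 active means highest replicate inhibition at or above 60% at 9 µM, even if other replicates fall short; inactive means all replicates below 60% inhibition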;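 further: 0% = neutral control wells and 100% = 4 µM acridine orange control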
Arrestin-AP2 inh = inhibitors of beta-arrestin/AP2 binding, primary screen, biochemical, GPCR trafficking, flow cytometry; beta-arrestin 1 C-terminal peptide binding to AP2 beta2-adaptin appendage (human); 340,000 tested, 0.31% active; AID 504490, 2011; inhibition, % at 10 µM; FITC-arrestin peptide / GST-AP2 beads; AP2 beta2 appendage carries R879A mutation;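 active means inhibition above a set limit, near 3 SD of compounds lacking own fluorescence, cut at about 54% in these data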;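 further: plate controls were DMSO wells for no effect and 5 µM unlabelled arrestin peptide for full effect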
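system = GST-tagged AP2 beta2-adaptin appendage (R879A) on 4 µm glutathione beads | reagent = FITC-labelled arrestin peptide probe, 50 nM final | schedule = compound with beads 12 min RT, then probe 1 h RT | signal = HyperCyt-sampled flow cytometry, FL1 channel, ex 488/em 535 nm | read-out = percent response from loss of bead-bound FITC fluorescence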
* marks the source's active call; other numbers are inactive results; ? = inconclusive; / = not tested or not shown.

SMILES	DAGLB inh	NSD2 HMT inh	PvdQ inh	Cardiac RTF inh	PKA-R2B activ	Keap1 Nrf2 FP	SR-BI HDL uptake	SR-BI uptake up	LANA DNA inh	Arrestin-AP2 inh
O=C(CCN1CCN(c2ccccc2F)CC1)c1ccc(Br)cc1	-2	/	-22	-12	-4	-19	-17	17	5.1	-12
CSc1nnc(N2C(=O)C(O)=C(C(=O)c3ccco3)C2c2ccc(F)cc2)s1 (configuration not stated)	3	4	-10	-22	-9	-6	3	-3	6.5	-10
O=C(O)CCc1nn2c3ccccc3n(Cc3ccccc3F)c2nc1=O	0	-3	11	-1	-8	0	-13	13	-2.2	1
Cc1cccc(NC(=O)CSc2nnc(NC(=O)C3CCC3)s2)c1	2	-6	-12	3	-7	-7	/	/	0.2	-2
COc1cc(C(=O)NCCOc2cc(C)ccc2C(C)C)cc(OC)c1OC	-2	-5	-10	-7	-10	4	35	-35	-0.6	-8
CN(c1ccc(OCC(=O)OCC(=O)c2c(N)n(C)c(=O)n(C)c2=O)cc1)S(=O)(=O)c1ccc2ccccc2c1	-3	-2	10	-13	-4	2	-20	20	1.0	0
O=C(O)c1cc(NC(=O)c2ccc([N+](=O)[O-])cc2)cc(NC(=O)c2ccc([N+](=O)[O-])cc2)c1	1	-1	-3	-5	14	2	-17	17	0.6	-11
COc1cc(CNCc2cccs2)ccc1OCc1cccs1	-5	-5	1	-7	-4	2	-6	6	-0.2	34
Cc1onc(-c2ccccc2)c1NC(=O)Nc1c(-c2ccccc2)noc1C	1	-1	-1	7	-2	2	2	-2	-3.4	-28
COc1ccc2c(c1)c(=O)oc1cc(O)ccc12	-3	/	-14	0	-2	2	2	-2	-0.4	19
CCCN(CCC)C(=O)CSc1nc2c(sc(=S)n2-c2ccc(OCC)cc2)c(=O)[nH]1	23	19	2	-7	3	7	-11	11	0.2	18
COc1ccc(OC)c(C(=O)NC(CC(N)=O)c2ccc(N3CCC(N4CCCC4)CC3)c([N+](=O)[O-])c2)c1 (configuration not stated)	-1	/	9	0	0	-1	-31	31	-0.8	0
CCc1c(C)sc(NC(=O)C2CC(c3c(F)cccc3Cl)=NO2)c1C#N (configuration not stated)	-10	19	-12	-7	-3	2	11	-11	3.2	36
CCN(C(=O)COC(=O)c1ccccc1OCc1ccc(Cl)cc1)C1CCS(=O)(=O)C1 (configuration not stated)	-3	-3	-17	2	-8	3	37	-37	1.6	3
CCOC(=O)N1CCN(C(=O)CSc2ncccn2)CC1	3	-1	-14	1	0	-2	7	-7	-0.1	-12
CCO[C@H]1OC(C(=O)O)=C[C@@H](C(C)(C)C)[C@@H]1CCCO	3	/	-14	-13	-1	0	-7	7	-0.8	-2
Cn1nc(C(F)(F)F)c(/C=N/OC(=O)c2ccccc2Cl)c1SCc1ccccc1Cl	-20	1	-10	-2	6	2	26	-26	-0.7	12
COc1ccccc1Nc1nc(-c2c(C)nc3ncccn23)cs1	0	7	3	4	6	-7	26	-26	1.3	36
CCOC(=O)c1ccccc1NC(=O)c1cc2ccccc2o1	-11	7	-2	-5	5	0	41	-41	-1.2	2
CCN(C(=O)CN1C(=O)S/C(=C\c2cccc(OC)c2)C1=O)C1CCS(=O)(=O)C1 (configuration not stated)	1	0	11	-3	-4	-4	0	0	-2.1	19
O=C1CC(N(O)C2CC(=O)N(Cc3ccccc3)C2=O)C(=O)N1Cc1ccccc1 (configuration not stated)	1	10	-7	14	9	-3	-5	5	-0.6	6
CC1(C)C=C2C(=NN(c3ccccc3)C(N)=C2C#N)CO1	-1	100*	-13	-1	2	-3	-6	6	1.4	-8
N#Cc1c(-c2ccccc2)cc(-c2ccc3c(c2)OCO3)[nH]c1=O	1	-3	-16	-8	4	0	-8	8	0.6	-4
Cn1c(CNC(=O)c2ccccc2F)nnc1SCC(=O)c1ccccc1	-1	-7	-6	-1	-5	3	-19	19	-0.4	-25
Cc1cccc(C(=O)O/N=C2\CCSc3ccc(C)cc32)c1	-17	-2	-2	-3	0	-4	19	-19	0.0	28

Reformatted with the structure last: entries from further up.
DAGLB inh	NSD2 HMT inh	PvdQ inh	Cardiac RTF inh	PKA-R2B activ	Keap1 Nrf2 FP	SR-BI HDL uptake	SR-BI uptake up	LANA DNA inh	Arrestin-AP2 inh	SMILES
-10	19	-12	-7	-3	2	11	-11	3.2	36	CCc1c(C)sc(NC(=O)C2CC(c3c(F)cccc3Cl)=NO2)c1C#N (configuration not stated)
-3	-3	-17	2	-8	3	37	-37	1.6	3	CCN(C(=O)COC(=O)c1ccccc1OCc1ccc(Cl)cc1)C1CCS(=O)(=O)C1 (configuration not stated)

Other records:
SMILES	DAGLB inh	NSD2 HMT inh	PvdQ inh	Cardiac RTF inh	PKA-R2B activ	Keap1 Nrf2 FP	SR-BI HDL uptake	SR-BI uptake up	LANA DNA inh	Arrestin-AP2 inh
CN(C)/C=C/C(=O)c1ccc(Cl)cc1	5	7	9	1	-6	-1	-3	3	0.4	28
Nc1ccc(Oc2ccc3c(c2)C(=O)N(CC2CCCO2)C3=O)cc1 (configuration not stated)	-1	1	5	-5	0	1	22	-22	-0.5	45
CCn1c(CNC(=O)c2ccco2)nnc1SCC(=O)Nc1cccc(F)c1	0	-2	-12	6	-4	-2	-25	25	-2.9	-7
O=C(c1cc(-c2ccc(Cl)cc2)n[nH]1)N1CCc2ccccc2C1	1	-2	-3	-2	-6	-1	-10	10	-0.1	-44
CCC(Cc1ccccc1)NC(=O)C1CCN(c2nn3c(=O)cc(C)nc3s2)CC1 (configuration not stated)	1	4	-3	-3	-1	-5	/	/	-0.1	7
Cc1cc(C)nc(Sc2ccc(/C=C(\C#N)C(=O)Nc3ccccc3)o2)n1	1	/	-13	-17	3	-6	23	-23	2.9	2
CC12COC3(C(=O)Nc4ccc(Cl)cc4)CC1CCC32C (configuration not stated)	-10	-8	-10	-3	-5	-2	-12	12	0.7	-17
COc1cc(N)ccc1Cc1ccc(N)cc1OC	1	1	-11	-8	2	-3	3	-3	-0.2	-2
O=C(CSc1ncnc2scc(-c3ccccc3)c12)N1CCN(c2ccccc2F)CC1	-12	0	-9	-2	-4	4	2	-2	0.3	3
O=C(COC(=O)c1ccccc1)Nc1cccc(S(=O)(=O)N2CCOCC2)c1	2	-4	-5	16	-1	4	-7	7	-0.3	6
COc1ccc(C(=O)NCC(=O)OCC(=O)c2c(C)[nH]c3ccccc23)cc1OC	-1	/	4	-5	-4	-4	48	/	1.5	53
Cc1ccc(OC(C)C(=O)OCC(=O)Nc2sccc2C(N)=O)cc1 (configuration not stated)	-1	-2	-10	0	-2	-2	-1	1	-0.8	-5
Cc1nn(Cc2ccccc2)c(C)c1NC(=O)CSc1nnc(-c2cc(Cl)ccc2O)n1C	2	4	-13	1	-9	-3	16	-16	0.9	4
CCOc1ccc(N2CC(C(=O)NCc3nnnn3-c3ccc(C)c(C)c3)CC2=O)cc1 (configuration not stated)	3	0	-10	-5	-2	1	51	-51	1.0	7
CC1CC1C(=O)OCC(=O)Nc1ccc2[nH]c(=O)[nH]c2c1 (configuration not stated)	2	2	-9	-2	-15	-6	2	-2	-1.5	7
CCOc1ccc(C(=O)Nc2ccccc2CC)cc1[N+](=O)[O-]	-3	25	-12	-9	0	0	24	-24	3.5	9
NS(=O)(=O)c1ccc(CCNC(=O)c2ccc([N+](=O)[O-])cc2[N+](=O)[O-])cc1	-1	7	-14	-7	-2	-4	10	-10	-0.6	-3
CCOc1ccccc1/C=N/Nc1nc2c(N)ncnc2n1[C@H]1O[C@@H](CO)[C@H](O)[C@@H]1O	-1	-1	-5	-3	7	-1	26	-26	22	2
CCN1C(=O)/C(=C\N2CCN(c3ccccc3)CC2)SC1=S	-2	-1	-10	-2	-2	-3	/	/	0.4	4
Cc1ccc(N2C(=O)CC(N3CCN(c4ccccn4)CC3)C2=O)cc1 (configuration not stated)	3	-2	0	4	1	-3	-7	7	0.8	-4
CCCCCCOC(=O)Nc1ccc(S(=O)(=O)Nc2cccc([N+](=O)[O-])c2)cc1	0	-3	-13	9	-11	-1	5	-5	-1.0	-2
Oc1cccc(CN2CCOCC2)c1O	3	20	-11	1	-5	-1	-7	7	40	13
C=C(Br)Cn1c(CCC)nc2ccccc21	0	-2	-5	-2	5	-3	2	-2	-1.6	-9
Cc1ccc(NC(=O)CN(c2ccc3c(c2)OCO3)S(=O)(=O)c2c(C)n[nH]c2C)cc1	-2	/	-13	-1	2	0	25	-25	-0.4	1
O=C(COC(=O)C1CC2C=CC1C2)Nc1cccc(S(=O)(=O)N2CCCCC2)c1 (configuration not stated)	-6	0	-16	-6	-7	-3	-3	3	0.4	-6

Next part:
SMILES	DAGLB inh	NSD2 HMT inh	PvdQ inh	Cardiac RTF inh	PKA-R2B activ	Keap1 Nrf2 FP	SR-BI HDL uptake	SR-BI uptake up	LANA DNA inh	Arrestin-AP2 inh
COc1ccc(C2CC(c3cccs3)=NN2C(=O)CCC(=O)O)cc1OC (configuration not stated)	-1	-1	13	-7	-14	-3	-8	8	-3.2	-7
O=C(Oc1cc(-c2ccccc2)no1)c1ccc(Cl)cc1	-2	0	9	5	-4	3	-9	9	0.4	-7
CCCCCCNc1nc(Cl)nc(NC(C)(C)CO)n1	-5	0	5	-1	6	-5	7	-7	-1.7	-3
CC(=O)c1ccc(N2CCN(C(=S)Nc3ccc(Cl)c(Cl)c3)CC2)cc1	-1	-3	-8	1	-2	-6	48	-48	1.4	-32
COc1ccc(-c2cc(C(=O)Nc3cc(OC)c(OC)c(OC)c3)no2)cc1OC	3	-2	0	-6	1	-2	?	-71	-1.8	2
Cc1ccc(NC(=O)CNNC(=O)c2cccc([N+](=O)[O-])c2)cc1[N+](=O)[O-]	2	1	-6	1	-4	4	4	-4	6.5	-17
Clc1cccc(CSc2ccc(-c3cccnc3)nn2)c1	-1	-2	4	-7	-7	2	/	/	-1.1	3
O=C(O)CCCCCn1c(SCC(=O)Nc2ccc(F)cc2)nc2ccsc2c1=O	-1	0	2	2	-9	-4	-15	15	0.0	27

From PubChem
